FEN1 inhibitor = inhibitors of human flap endonuclease 1 | 390,000 compounds, 0.35% hits | Potency, µM (doses to about 114 µM), for inactives: at the highest dose activity change, negative = inhibition, actives largely listed as inhibitors | Recombinant FEN1 flap cleavage, fluorescence, 15 min; further: nearly all actives have a fitted effect of over 65% in size
Target sequence (P39748 whole entry, looked up): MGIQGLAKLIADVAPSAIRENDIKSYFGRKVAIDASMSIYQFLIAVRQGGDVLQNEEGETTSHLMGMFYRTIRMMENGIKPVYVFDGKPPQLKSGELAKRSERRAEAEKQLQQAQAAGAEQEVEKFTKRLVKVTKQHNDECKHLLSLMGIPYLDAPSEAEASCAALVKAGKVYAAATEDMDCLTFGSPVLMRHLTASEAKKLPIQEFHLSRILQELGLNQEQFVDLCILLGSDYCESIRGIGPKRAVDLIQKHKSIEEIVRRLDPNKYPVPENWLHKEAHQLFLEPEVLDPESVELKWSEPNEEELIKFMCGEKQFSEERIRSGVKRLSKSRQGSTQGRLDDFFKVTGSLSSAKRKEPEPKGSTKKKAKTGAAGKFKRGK
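Read-out was taken twice, immediately and after 15 min, following addition of 50 nM substrate to 10 nM FEN1 that had sat with test compound for 15 min at room temperature. Curves came from a four-parameter Hill model.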
TDP1 cell CPT = growth inhibition of DT40 Tdp1-/-;hTDP1 cells with camptothecin (screen for TDP1 inhibitors). chicken DT40 Tdp1-/-;hTDP1 cells + 20 nM CPT, ATP luminescence, 48 h. Potency, µM (top dose mostly 46.2 µM), inactives show top-dose activity change, negative = growth inhibition, hits mostly inhibitors. 420,000 compounds, 12% hits. AID 686979; further: nearly all actives have a fitted effect of over 55% in size
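Chicken DT40 Tdp1-/- cells stably complemented with human TDP1 were seeded at 400 cells/well in medium containing 20 nM camptothecin, exposed to pin-transferred compounds, and grown at 37 °C for at least 48 hr. Viability was read as ATP luminescence.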
N370S GC = N370S glucocerebrosidase modulation, Gaucher chaperone candidate; P04062; N370S GC spleen homogenate, 4MU-glucoside fluorescence; AID 2101; Potency, µM (doses to about 59.4 µM), inactives show at the highest dose activity change, negative = inhibition, actives largely listed as inhibitors; 330,000 compounds, 0.092% hits;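 further: 0% = full enzyme activity and -100% = no enzyme basal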
Starred values were filed as active, the others as inactive; ? = inconclusive; . = not tested or not shown; & = joins results of further samples; [ ] = another dose, or the depositor's remark. The call rests on the fitted dose curve; in most records, active means well fitted curve in the direction sought with a large enough effect; inconclusive means small, poorly fitted or top-dose-only effect, or another doubt; inactive means no such curve, though single readings can be large; an effect the other way counts as inactive or inconclusive. Unless noted, on the % scale 0 is the no-effect control and ±100 the full control effect; potency means the concentration at half of the fitted maximal effect.

The line under a structure holds: TDP1 cell CPT	N370S GC	FEN1 inhibitor
COc1cc2c(cc1OC)CN(C(=O)COc1ccccc1[N+](=O)[O-])CC2
→ -25%	-8%	12%
COCCn1c(SCc2nc3scc(-c4ccc(Cl)cc4)c3c(=O)[nH]2)nnc1-c1cccc(C)c1
→ ?	0%	-18%
COc1cccc(C(=O)Nc2ccccc2)c1
→ -1%	9%	-7%
C=CCn1cnc2c(sc3nc(C)cc(C)c32)c1=O
→ -6%	6%	-12%
Cc1cccc(CS(=O)(=O)c2nnc([C@H](Cc3ccccc3)NC(=O)OC(C)(C)C)o2)c1
→ 1.3µM*	5%	?
O=C(O)CCc1nc2cc(C(F)(F)F)ccc2n(Cc2ccccc2)c1=O
→ -29%	0%	-3%
c1ccc(-c2csc(Nc3cccnc3)n2)nc1
→ ?	-4%	-1%
CC1CCN(C(=O)c2[nH]cnc2C(=O)Nc2ccc(Cl)cc2)CC1
→ ?	.	-2%
COc1cccc(N=C2SC(CC(=O)Nc3ccccc3)C(=O)N2Cc2ccccn2)c1 (stereo unspecified)
→ ?	-20%	-16%
CC1CN(C2=NC(=O)/C(=C3/C(=O)N(Cc4ccc(F)cc4)c4ccccc43)S2)CC(C)O1 (stereo unspecified)
→ ?	5%	-12%
CN1N=C(C(=O)Nc2ccc3c(c2)CCC3)CCC1=O
→ -24%	1%	3%
CN(CC(=O)NCCc1ccccc1)S(=O)(=O)c1cccc2nsnc12
→ 11%	5%	10%
O=C(CSc1nnc2scc(-c3ccc(Cl)cc3)n12)Nc1ccccc1F
→ -19%	.	-1%
CCCn1ncc2c(Nc3ccc(C)c(C)c3)ncnc21
→ ?	-2%	-22%
COC(=O)N1CCN(S(=O)(=O)c2ccc(F)cc2)CC1
→ ?	-14%	1%
CCOC(=O)c1c(C(=O)OCC)c(C)n(CCc2ccccc2)c1C
→ ?	22%	-5%
O=C(O)c1cccnc1SCC(=O)N1CCCc2ccccc21
→ -9%	-1%	-14%
CC(C)CNC(=O)C1Nc2ccc(C(F)(F)F)cc2C2C=CCC12 (stereo unspecified)
→ -19%	.	-12%
Cc1ccc(OCCCN2CCCC2)c(C)c1
→ -12%	7%	9%
COc1ccc(C2=C/C(=C\c3ccc(OC(C)=O)cc3)C(=O)O2)cc1
→ -20%	-13%	-1%
CC(=O)c1nn(-c2cccc(Br)c2)cc1C(=O)c1ccc(Cl)cc1
→ ?	4%	13%
Cc1ccc(S(=O)(=O)NCCc2nnc3ccc(SCc4ccccc4C)nn23)cc1
→ 16µM*	.	-18%
COc1cc(/C=C2\C(=N)N3N=C(C(C)C)SC3=NC2=O)ccc1OCCOc1ccc(NC(C)=O)cc1
→ 0%	-8%	3%
C=CCn1c(=O)c(C(=O)NCc2ccccc2Cl)c(O)c2ccccc21
→ ?	2%	-1%
O=C1C(Cc2ccccc2)S/C(=N/N=C/c2ccco2)N1c1ccccc1 (stereo unspecified)
→ -28%	5%	-7%
COC(=O)CNc1c(-c2ccccc2)nc2ccc(Br)cn12
→ ?	11µM*	4%&6%
O=C(Nc1nc2nccc(-c3ccccc3)n2n1)c1ccccc1
→ -8%	-15%	17%
O=C(Cn1c(=O)n(-c2ccccc2)c(=O)c2sccc21)N1CCCC1
→ -24%	3%	4%
COc1ccc([N+](=O)[O-])cc1NC(=O)C(C)OC(=O)/C=C/c1ccco1 (stereo unspecified)
→ -13%	-13%	-9%
Cn1c(=O)oc2cc(S(=O)(=O)NCCC(=O)N3CCN(c4ccccc4F)CC3)ccc21
→ ?	-1%	-3%
C=CCc1cc(OC)ccc1OCCOCCN1CCc2ccccc2C1
→ ?	-15%	-13%
CCOc1ccc(NC(=O)CSc2nc3c(oc4ccccc43)c(=O)n2-c2cc(C)cc(C)c2)cc1
→ -2%	.	-10%
CCN(C(=O)c1ccco1)c1nnc(-c2cccnc2)s1
→ -4%	-17%	-2%
COc1ccc(CNC(=O)c2ccc(NC(=O)N3CCCCc4ccccc43)cc2)cc1
→ ?	.	-22%
CCC1(C)CC(CCNS(=O)(=O)c2ccc(C)cc2)(c2ccc(C)cc2)CCO1 (stereo unspecified)
→ 18µM*	11%	-23%
CCOc1ccc(C(=O)NCC(c2ccco2)S(=O)(=O)c2cccs2)cc1 (stereo unspecified)
→ ?	.	-11%
Cn1c(=O)c(-c2cccc(Cl)c2)nc2cncnc21
→ 9%	2%	.
O=C(COC(=O)c1cc(S(=O)(=O)N2CCCCC2)ccc1Cl)NC1CCS(=O)(=O)C1 (stereo unspecified)
→ 2%	.	16%
COc1ccc(Br)c(OC)c1C(=O)NC(=O)Nc1nc(C)cc(C)n1
→ -10%	3%	-2%
CSCCC(NC(=O)c1ccccc1Br)C(=O)N1CCN(C(C)=O)CC1 (stereo unspecified)
→ -12%	.	16%
CCOC(=O)C(c1ccccc1)C(Nc1ccc(F)cc1)c1ccccn1 (stereo unspecified)
→ ?	7%	-10%
COc1ccccc1NS(=O)(=O)c1cc(NC(=O)c2ccc(=O)[nH]c2)ccc1N1CCOCC1
→ ?	7%	8%
Cc1ccc(N(Cc2ccc(C(=O)NC3CCCCC3)cc2)S(C)(=O)=O)cc1C
→ -3%	-3%	-2%
Cc1ccc(S(=O)(=O)NC(=S)NC2CCCCC2)cc1
→ 6%	3%	4%
CCN(CC)S(=O)(=O)c1ccc(OC)c(NS(=O)(=O)c2ccc(F)cc2)c1
→ -15%	-2%	-3%
CN1C(=O)c2ccc(N3CCCC3)cc2C1=O
→ ?	2%	0%
O=C1CCN(Cc2ccccc2)S(=O)(=O)c2ccc(F)cc21
→ ?	.	-8%&1%
CN(C)Cc1ccccc1-c1ccc2ncnc(NC3CCNCC3)c2c1
→ ?	-2%	.
O=S(=O)(c1ccc2ncsc2c1)N1CCN(c2nc(-c3cccs3)nc3ccccc23)CC1
→ 5%	.	-11%
COc1ccc(NC(=O)c2ccc(NC(=O)C3CC3)cc2)cc1
→ -2%	2%	-6%
C=CCOc1ccc(C2C(C#N)=C(N)N(Nc3ccccc3)C3=C2C(=O)CCC3)cc1OC (stereo unspecified)
→ ?	-3%	-21%
CNc1cc(C)c(C#N)c2nc3ccccc3n12
→ -20%	?	?
CC(C)(O)C1CC[C@@](C)([C@@H]2CC[C@]3(C)[C@H]2[C@H](O)CC2[C@@]4(C)CCC(O)C(C)(C)C4C(OC4OC(CO)C(O)C(O)C4O[C@@H]4OCC(O)C(O)C4O)C[C@]23C)O1 (stereo partly specified)
→ -11%	.	0%
CC(C)n1c(/C=C/c2ccccc2)nc2ccccc21
→ -6%	13%	-3%
Cc1ccc(NC2=CC(=O)CC(C)(C)C2)cc1F
→ -21%	-1%	5%
Cc1ccccc1CC1(CO)CCCN(C(=O)CCCN2CCCCC2=O)C1 (stereo unspecified)
→ -15%	6%	3%
Cc1ccccc1-n1nc(C)c2cc(C(=O)NCc3cccnc3)sc21
→ -27%	-2%	-1%
CCC1=C(OC(=O)N(CC)CC)N2C(=O)OC(=NCc3ccccc3)[C@]2(C)[C@H]2C1=CC[C@H]1C(=O)N(c3ccccc3)C(=O)[C@H]12
→ -25%	-11%&-3%	-4%
O=c1[nH]c(CSc2nc3ccccc3o2)nc2c1cnn2-c1ccccc1
→ ?	2%	0%
COc1ccc(NC(=O)CN(C)Cc2c(F)cccc2Cl)cc1S(=O)(=O)N1CCCCC1
→ 7%	7%	-8%

Laid out differently: two of the compounds above
SMILES: COc1ccc(NC(=O)CN(C)Cc2c(F)cccc2Cl)cc1S(=O)(=O)N1CCCCC1
- TDP1 cell CPT: 7%
- N370S GC: 7%
- FEN1 inhibitor: -8%

SMILES: O=S(=O)(c1ccc2ncsc2c1)N1CCN(c2nc(-c3cccs3)nc3ccccc23)CC1
- TDP1 cell CPT: 5%
- N370S GC: .
- FEN1 inhibitor: -11%

New compounds follow.
The line under a structure holds: TDP1 cell CPT	N370S GC	FEN1 inhibitor
COc1ccc(OC)c(NC(=O)c2cc(-c3cc(C)ccc3O)n[nH]2)c1
→ -9%	-7%	16%
COc1cc2ccccc2cc1C(=O)NC(=S)Nc1cccc(C(=O)O)c1C
→ 0%	2%	-14%
N#Cc1nc(-c2cccs2)oc1NCc1ccc(Cl)cc1
→ ?	15%	-10%
Cc1ccc(-c2ccc3nnc(SCC(=O)NCC4CCCO4)n3n2)cc1 (stereo unspecified)
→ -17%	0%	1%
Cc1ccc(C)c(NC(=O)CC2NCCNC2=O)c1 (stereo unspecified)
→ -4%	.	-9%
O=C(NCc1cccnc1)c1ccc(COc2cccc3ccccc23)o1
→ ?	2%	-3%
O=C(NN1C(=O)c2ccccc2C1=O)C1C2CCCCC21 (stereo unspecified)
→ 3%	4%	-10%
COc1ccc(C2=NNC(c3cccnc3)=Nc3ccccc32)cc1
→ ?	6%	40%[activator]
CCOc1ccc(-c2cc(-c3nc(-c4ccc(OC)c(OC)c4)no3)[nH]n2)cc1
→ 16µM*	.	-15%
COCCNC(=O)CSc1nc2ccccc2c2nc(C)nn12
→ -2%	4%	12%
O=C(c1cc2nc(-c3ccccc3)cc(C(F)(F)F)n2n1)N1CCN2CCCC2C1 (stereo unspecified)
→ -24%	2%	4%
Cc1ccc(-n2cc3c(-c4cccc(Br)c4)nnc(C)c3n2)cc1
→ 26µM*	?	-14%
Cc1c(C(=O)NCc2cccnc2)sc2nc(-c3ccc(F)cc3)cn12
→ ?	-22%	-4%
O=C(C1CCN(S(=O)(=O)c2cc(Cl)ccc2Cl)CC1)N1CCCC1
→ -1%	0%	3%
CC1(C)C(=O)Nc2ccccc2N1C(=O)COC(=O)COc1ccc(C#N)cc1
→ -3%	-1%	-4%
COc1ccc(C2C3=C(CCCC3=O)Nc3ccc4ncccc4c32)cc1OC (stereo unspecified)
→ -1%	-4%	-14%
CCOC(=O)c1c(NC(=O)COC(=O)c2nc(Cl)ccc2Cl)sc(C(=O)N(C)C)c1C
→ 2%	-2%	13%
COc1cccc(NC(=O)C2CCN(S(=O)(=O)c3ccc4c(c3)CC(C)N4C(C)=O)CC2)c1 (stereo unspecified)
→ 15µM*	6%	11%
Cc1ccc2c(c1)c1ccc3c(c1n2C)C(=O)C=CC3=O
→ 0.52µM*	-22%	-19%
CCOc1ccc2oc(C(=O)N(C)CC(=O)Nc3ccc(OCC)c(OCC)c3)c(C)c2c1
→ ?	-2%	2%
O=C(Nc1ccccc1)c1sc2cc(C(F)(F)F)cnc2c1-c1cccs1
→ 13µM*	23%	-1%
COc1ccc(CCNC(=O)c2cc3cccc(OC)c3oc2=O)cc1OC
→ 3%	-5%	-6%
O=C(O)CCCn1c(=O)c2cccn2c2ccc(F)cc21
→ ?	-8%	-14%
CSCCC(NC(=O)c1ccccc1)C(=O)N/N=C(\C)c1ccccc1 (stereo unspecified)
→ -19%	5%	0%
Fc1ccc2c(c1)C(c1ccncc1)=NNC(c1ccc(Br)cc1)=N2
→ -21%	-13%	15%
COc1ccc(-n2c(=O)c3c4c(sc3n(Cc3ccc(F)cc3)c2=O)CCCC4)c(OC)c1
→ 21µM*	.	8%
CCOC(=O)/C(C#N)=C/Nc1ccccc1NS(=O)(=O)c1ccc(C)c(C)c1
→ -5%	-6%	-2%
O=C(NCc1cccs1)c1ccc(CSc2nc3cccnc3n2Cc2ccc(F)cc2)cc1
→ ?	.	-3%
CC(OC(=O)C1CC1)C(=O)Nc1cc(C(F)(F)F)ccc1Cl (stereo unspecified)
→ 10%	-19%	6%
Cc1ccc([N+](=O)[O-])c(OCCCN2CCC(Cc3ccccc3)CC2)c1
→ 21µM*	.	-22%
CC(C)(C)C1CCc2oc3ccc(NS(=O)(=O)c4ccc(C(=O)O)cc4)cc3c2C1 (stereo unspecified)
→ -2%	.	-22%
CCOc1ccc(N2C(=O)CC(NCc3ccc(F)cc3)C2=O)cc1 (stereo unspecified)
→ -3%	7%	-10%
Cc1cccc(NC(=S)NC2CC3CCCC(C2)N3CC(C)C)c1C (stereo unspecified)
→ -20%	-7%	6%
CCNc1nc(C)nc2c1cnn2C
→ 0%	.	0%
Cc1oc2ccc(OCc3ccccc3F)cc2c1C(=O)O
→ -15%	5%	4%
O=C(NNC(=S)NC1CCCCC1)c1cccs1
→ 2%	7%	-4%
COc1ccc2nc(Nc3nc(-c4cc5ccccc5oc4=O)cs3)sc2c1
→ 5.8µM*	11%	0%
CCc1nc(N=Nc2c(O)[nH]c3ccccc23)c2c3c(sc2n1)CCC3
→ 13µM*	6%	-4%

4 entries from above, as a markdown table:
| SMILES | TDP1 cell CPT | N370S GC | FEN1 inhibitor |
| --- | --- | --- | --- |
| Cc1cccc(NC(=S)NC2CC3CCCC(C2)N3CC(C)C)c1C (stereo unspecified) | -20% | -7% | 6% |
| CCNc1nc(C)nc2c1cnn2C | 0% | . | 0% |
| Cc1oc2ccc(OCc3ccccc3F)cc2c1C(=O)O | -15% | 5% | 4% |
| O=C(NNC(=S)NC1CCCCC1)c1cccs1 | 2% | 7% | -4% |

Assay outcomes as filed in PubChem BioAssay.

The list is partial; count on the stated rates, not on these rows.
